Compound activity from PubChem BioAssay.
AmpC no deterg = blocks E. coli AmpC beta-lactamase in detergent-free assay; P00811; AID 485341; AmpC nitrocefin hydrolysis, absorbance 480 nm, 0.0001% Triton; Potency, µM (highest dose often 57.1 µM), inactives show at the highest dose activity change, negative = inhibition, most hits filed as inhibitors; 330,000 tested, 0.52% active;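 note: potency is the fitted concentration of half-maximal effect; plate controls were no compound for no effect and no enzyme for full effect; nearly all actives have a fitted effect of over 20% in size; some results filed as inactive show a strong effect at the top dose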
Target sequence (P00811 whole entry, looked up): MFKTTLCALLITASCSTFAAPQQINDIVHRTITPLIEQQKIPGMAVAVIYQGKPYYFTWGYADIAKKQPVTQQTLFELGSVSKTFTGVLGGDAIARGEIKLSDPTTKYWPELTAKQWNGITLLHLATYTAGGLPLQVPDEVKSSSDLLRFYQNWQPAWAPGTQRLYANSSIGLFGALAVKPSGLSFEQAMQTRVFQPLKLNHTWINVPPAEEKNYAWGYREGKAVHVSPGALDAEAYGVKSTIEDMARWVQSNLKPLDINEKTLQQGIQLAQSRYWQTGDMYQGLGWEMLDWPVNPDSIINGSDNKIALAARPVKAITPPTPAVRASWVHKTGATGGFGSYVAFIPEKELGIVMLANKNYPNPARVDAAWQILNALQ
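AmpC (5.3 nM in the dispensed reagent) in 20 mM phosphate pH 7.0 with 0.01% (detergent screen) or 0.0001% Triton X-100 was preincubated with compounds for 15 min at room temperature. Nitrocefin was then added from an 800 uM solution, and hydrolysis was followed at 480 nm.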
Sm TGR inh = S. mansoni TGR enzyme inhibition | Q962Y6 | purified TGR, DTNB reduction, TNB absorbance 405 nm | Potency, µM (top dose mostly 114 µM), for the others: top-dose activity change, negative = inhibition, most hits filed as inhibitors | 360,000 tested, 3% active | AID 485364; note: potency is the fitted concentration of half-maximal effect; nearly all actives have a fitted effect of over 60% in size
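First, TGR (20 nM dispensed) and NADPH were mixed with compound. Second, a 15 min room-temperature incubation followed. Third, further NADPH and then DTNB were added to start the reaction. Finally, TNB absorbance was monitored kinetically.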
FBPA Giardia inh = blocks Giardia fructose-bisphosphate aldolase activity. purified Giardia FBPA. Potency, µM (series often up to 59.6 µM), without a hit: at the top dose activity, negative = inhibition, actives largely listed as inhibitors. 290,000 tested, 0.71% active; note: potency is the fitted concentration of half-maximal effect; nearly all actives have a fitted effect of over 55% in size
Target sequence (A8B2U2 whole entry, looked up): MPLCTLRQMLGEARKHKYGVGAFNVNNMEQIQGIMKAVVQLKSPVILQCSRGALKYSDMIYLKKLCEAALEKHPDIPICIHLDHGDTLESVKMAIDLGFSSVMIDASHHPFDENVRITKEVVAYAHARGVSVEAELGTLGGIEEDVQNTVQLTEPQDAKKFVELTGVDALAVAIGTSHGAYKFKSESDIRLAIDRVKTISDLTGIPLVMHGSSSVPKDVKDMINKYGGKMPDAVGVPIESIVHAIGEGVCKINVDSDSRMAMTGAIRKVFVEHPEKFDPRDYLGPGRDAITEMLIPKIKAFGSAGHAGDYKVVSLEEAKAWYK
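Giardia FBPA (40 nM reagent) was preincubated 10 min at RT with compound (up to 57.5 uM final), then substrate plus GAPDH/TPI/NAD/arsenate coupling system with diaphorase/resazurin was added; resorufin fluorescence (525/598 nm) was read after 20 min.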
AmpC inh detg = blocks E. coli AmpC beta-lactamase in detergent assay; P00811; Potency, µM (series often up to 114 µM), inactives show at the highest dose activity change, negative = inhibition, most hits filed as inhibitors; AID 485294; 370,000 tested, 0.041% active; AmpC hydrolysis of nitrocefin, absorbance 480 nm, 0.01% Triton;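 note: potency is the fitted concentration of half-maximal effect; 0% = no-compound wells and -100% = no-enzyme wells; nearly all actives have a fitted effect of over 25% in size; some results filed as inactive show a strong effect at the top dose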
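20 mM phosphate pH 7.0 + 0.01% (detergent screen) or 0.0001% Triton X-100; 5.3 nM AmpC reagent; cpd preinc 15 min RT; nitrocefin (800 uM stock) to start; A480 q20 s × 4 min; Activity was normalised to no-enzyme and no-compound control wells.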
HCV inh = inhibitors of hepatitis C virus infection. Huh7.5.1 HCVcc-Cre infection, luciferase reporter, 44 h. Potency, µM (top dose mostly 41.8 µM), for the others: at the top dose activity change, negative = inhibition, hits mostly inhibitors. 340,000 tested, 3.4% active. AID 651820; note: potency is the fitted concentration of half-maximal effect
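Reporter virus HCVcc-Cre (~0.5 moi) infects cells exposed to compound; seeding density 1,000 cells/well with 4 h settling beforehand. Luminescence, 15 sec read, taken 44 h post-infection following a 15 min RT substrate incubation.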
HCMV antiviral = blocks human cytomegalovirus replication; AID 1259415; activity change, negative = inhibition, % at 57.5 µM; 410,000 tested, 4.5% active; HFF cells, HCMV-luciferase reporter, 72 h; stronger effect = lower value; in the data active = activity change below about -60%; inconclusive = no clear call, values can overlap the other calls; inactive = above about -39%
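Inhibition of viral replication was scored as loss of reporter luminescence in HFFs infected with HCMV-luciferase (MOI 1 PFU/cell) for 72 h; compounds tested at 2 doses, normalized to buffer and Salinomycin controls.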
* marks the source's active call; other numbers are inactive results; & = joins results of further samples; [ ] = another dose, or the depositor's remark. Unless noted, calls come from the whole dose curve; as a rule, active = well fitted curve in the direction sought with a large enough effect; inconclusive = small, poorly fitted or top-dose-only effect, or another doubt; inactive = no such curve, though single readings can be large; an effect the other way counts as inactive or inconclusive. Unless noted, % is set by controls: 0 for no effect and ±100 for the full control effect. Not a hit list, and some 9.9% of all compounds hit somewhere here.

Screening Cc1ccc(S(=O)(=O)c2cc(C#N)c(=O)[nH]c2N)cc1 returned AmpC no deterg -32.4%, Sm TGR inh -1.2%, FBPA Giardia inh inconclusive, AmpC inh detg -4.4%, HCV inh 20.4% and HCMV antiviral -21.9.
For Cc1nn(Cc2ccccc2Cl)c(C)c1NC(=O)c1ccn(C)n1 the results were AmpC no deterg -15.8%, Sm TGR inh 4.3%, FBPA Giardia inh 5.2%, AmpC inh detg -1.2%, HCV inh 1.8% and HCMV antiviral 0.7.
COC(=O)c1ccc(CO/N=C(\NC(C)=O)c2nonc2NC(C)=O)cc1 was read as AmpC no deterg -9.6%, Sm TGR inh 0.6%, FBPA Giardia inh 4.7%, AmpC inh detg -8.8%, HCV inh 15.6% and HCMV antiviral 30.1.
For C=CCn1c(SCC(=O)NCC)nnc1-c1cc2c(s1)CCC(CC)C2 (stereo not drawn) the results were AmpC no deterg 139.0%[activator], Sm TGR inh 0.0%, FBPA Giardia inh 8.3%, AmpC inh detg inconclusive, HCV inh inconclusive and HCMV antiviral -67.9*.
For Cc1cc(C)n2nc(C(=O)N/N=C/c3ccccc3Cl)nc2n1 the results were AmpC no deterg -15.2%, Sm TGR inh 0.5%, FBPA Giardia inh -2.3%, AmpC inh detg 3.0%, HCV inh -2.2% and HCMV antiviral 68.6.
Screening CN(C)C(=O)c1ccccc1Sc1ccc(Cl)cc1Cl returned AmpC no deterg 99.1%[activator], Sm TGR inh -2.9%, FBPA Giardia inh -25.0%, AmpC inh detg inconclusive, HCV inh 0.4% and HCMV antiviral 6.5.
Screening Cc1cc(Cn2nnc3ccccc32)c(O)c(C(C)(C)C)c1 returned AmpC no deterg -16.8%, Sm TGR inh 0.0%, AmpC inh detg 3.2%, HCV inh 10µM* and HCMV antiviral -20.0.
For CCOC(=O)c1c(NC(=O)CSc2nnc(Cc3csc(N)n3)n2C)sc(C)c1C the results were AmpC no deterg 49.4%, Sm TGR inh -18.8%, FBPA Giardia inh 17.2%, AmpC inh detg -0.5%, HCV inh -18.9% and HCMV antiviral -23.9.
`O=C(Nc1ccccc1)C1CCN(C(=O)c2ccco2)CC1` gave AmpC no deterg -4.9%, Sm TGR inh 5.9%, AmpC inh detg -4.4%, HCV inh 9.4% and HCMV antiviral 9.9.
For COc1ccc(OC)c2sc(NC(=O)c3ccc(S(=O)(=O)N4CCCC4)cc3)nc12 the results were Sm TGR inh -2.5%, AmpC inh detg 18.1% and HCMV antiviral -19.9.

The closing 4 records of the section above open the next one.
Screening Cc1cc(Cn2nnc3ccccc32)c(O)c(C(C)(C)C)c1 returned AmpC no deterg -16.8%, Sm TGR inh 0.0%, AmpC inh detg 3.2%, HCV inh 10µM* and HCMV antiviral -20.0.
For CCOC(=O)c1c(NC(=O)CSc2nnc(Cc3csc(N)n3)n2C)sc(C)c1C the results were AmpC no deterg 49.4%, Sm TGR inh -18.8%, FBPA Giardia inh 17.2%, AmpC inh detg -0.5%, HCV inh -18.9% and HCMV antiviral -23.9.
`O=C(Nc1ccccc1)C1CCN(C(=O)c2ccco2)CC1` gave AmpC no deterg -4.9%, Sm TGR inh 5.9%, AmpC inh detg -4.4%, HCV inh 9.4% and HCMV antiviral 9.9.
For COc1ccc(OC)c2sc(NC(=O)c3ccc(S(=O)(=O)N4CCCC4)cc3)nc12 the results were Sm TGR inh -2.5%, AmpC inh detg 18.1% and HCMV antiviral -19.9.
Screening COc1ccc(S(N)(=O)=O)cc1C(=O)OCC(=O)Nc1ncc(Cl)c(C)c1Cl returned AmpC no deterg -12.7%, HCV inh inconclusive and HCMV antiviral -4.3.
Screening Cc1ccc(C)c(N2CCN(C(=O)Cc3ccc(-n4c(=O)[nH]c5ccsc5c4=O)cc3)CC2)c1 returned AmpC no deterg 42.8%, Sm TGR inh 2.1%, FBPA Giardia inh -1.2%, AmpC inh detg -1.5%, HCV inh 4.0% and HCMV antiviral -10.3.
CCCCNC(=O)N(CC)c1c(N)n(Cc2ccccc2)c(=O)[nH]c1=O was read as AmpC no deterg -17.3%, Sm TGR inh -13.8%, FBPA Giardia inh 5.1%, AmpC inh detg 3.2%, HCV inh -1.8% and HCMV antiviral -28.7.
Cc1ccc(N2CCN(C(=O)c3cnn(-c4ccc(F)cc4F)c3C3CCN(C(=O)OC(C)(C)C)CC3)CC2)c(C)c1 was read as Sm TGR inh -10.0%, AmpC inh detg 5.6% and HCMV antiviral inconclusive.
For O=C(NCCC(=O)N1CCNC1=O)OCc1ccccc1 the results were AmpC no deterg -34.2%, Sm TGR inh 2.5%, FBPA Giardia inh -6.8%, AmpC inh detg 0.2%, HCV inh 11.1% and HCMV antiviral 18.8.
`O=C(CN1C(=O)C2CCCCC2C1=O)OCc1nnc(-c2ccccc2)o1` (stereo not drawn) gave AmpC no deterg -6.5%, Sm TGR inh -0.1%, FBPA Giardia inh 3.2%, AmpC inh detg 4.0%, HCV inh 17.2% and HCMV antiviral 12.0.
`Cc1ccc(S(=O)(=O)Nc2cc3c(cc2NCc2ccccc2)n(C)c(=O)n3C)c(C)c1` gave Sm TGR inh 5.1%, AmpC inh detg 14.0% and HCMV antiviral -23.5.
Screening CC(=O)OC1OCCOC1NC(=S)Nc1cccc(C(F)(F)F)c1 (stereo not drawn) returned AmpC no deterg -8.3%[11.4 µM], Sm TGR inh -12.0%, FBPA Giardia inh -9.7%, AmpC inh detg -0.8%, HCV inh 1.5% and HCMV antiviral -31.7.
Screening CC(=O)c1ccc(O)c(CSC2=NCCS2)c1 returned AmpC no deterg -16.2%, Sm TGR inh 2.8%, FBPA Giardia inh -0.1%, AmpC inh detg -11.9%, HCV inh -21.9% and HCMV antiviral -8.4.
Screening COCCCNC(=O)CSc1nc2cc(OC)c(OC)cc2c2nc(-c3ccccc3)nn12 returned Sm TGR inh 15.5%, AmpC inh detg 3.1% and HCMV antiviral -1.4.
For COC(=O)c1cc(S(=O)(=O)N2CCC(c3cc(OC)ccc3OC)C2)c[nH]1 (stereo not drawn) the results were AmpC no deterg -25.1%, Sm TGR inh -0.2%, FBPA Giardia inh 2.9%, AmpC inh detg -12.9%, HCV inh 6.31µM* and HCMV antiviral inconclusive.
For CC1(C)CC(=O)C2=C(C1)N(c1ccccc1)C(N)=C(C#N)C2c1ccsc1 (stereo not drawn) the results were AmpC no deterg -8.7%, Sm TGR inh -3.9%, FBPA Giardia inh -16.8%, AmpC inh detg -2.0%, HCV inh 7.3% and HCMV antiviral -35.3.
Cc1cccc(Cn2c(C(C)O)nc3ccccc32)c1 (stereo not drawn) was read as AmpC no deterg 6.4%, Sm TGR inh 0.4%, FBPA Giardia inh 0.4%, AmpC inh detg -12.3%, HCV inh 13.8%&-3.7% and HCMV antiviral 46.8.
For Cc1ccc2c(c1)COc1c3ccc(C(=O)O)cc3nn1-2 the results were AmpC no deterg -10.7%, Sm TGR inh -6.9%, FBPA Giardia inh -0.4%, AmpC inh detg inconclusive, HCV inh 18.3% and HCMV antiviral 0.2.
Screening CCOc1ccc(-c2nc(C#N)c(N3CCN(C)CC3)o2)cc1 returned AmpC no deterg 54.9%, Sm TGR inh 1.2%, FBPA Giardia inh 3.5%, AmpC inh detg inconclusive, HCV inh inconclusive and HCMV antiviral -61.2*.
O=C(CSc1nc2ccccc2[nH]1)Nc1ccc(N2CCOCC2)cc1 was read as AmpC no deterg -32.2%, Sm TGR inh -11.7%, AmpC inh detg 0.7%, HCV inh inconclusive and HCMV antiviral -5.0.
`Cc1ccc(NC(=O)c2ccc3c(c2)OCO3)cc1S(=O)(=O)N1CCOCC1` gave AmpC no deterg -21.4%, Sm TGR inh 1.3%, AmpC inh detg -2.8%, HCV inh -15.4% and HCMV antiviral -25.3.
`CCCC(=O)N/C(N)=N/c1nc(C)c2cc(C)ccc2n1` gave AmpC no deterg -38.4%, Sm TGR inh 17.0%, FBPA Giardia inh -5.4%, AmpC inh detg 2.1%, HCV inh 6.31µM* and HCMV antiviral -2.2.
Screening COC(=O)c1[nH]c2ccccc2c1NC(=O)Oc1ccccc1 returned AmpC no deterg -17.9%, Sm TGR inh 0.0%, FBPA Giardia inh -24.8%, AmpC inh detg inconclusive, HCV inh 13.8% and HCMV antiviral 123.3.
CCc1ccc2[nH]c(=O)c(C(c3nnnn3CCOC)N3CCN(c4ccc(F)cc4)CC3)cc2c1 (stereo not drawn) was read as AmpC no deterg 115.4%[activator], Sm TGR inh 50.1µM*, FBPA Giardia inh -27.8%, AmpC inh detg inconclusive, HCV inh 11.3%&-11.1% and HCMV antiviral 62.9.
For COc1cc(-c2noc(-c3ccc(NC4CCCC4)c([N+](=O)[O-])c3)n2)cc(OC)c1OC the results were Sm TGR inh -3.3%, AmpC inh detg 19.3% and HCMV antiviral 5.6.
COc1ccc(S(=O)(=O)N2CCCC2CNC(=O)C(=O)NCc2ccc(C)cc2)cc1 (stereo not drawn) was read as AmpC no deterg -6.5%, Sm TGR inh -3.5%, AmpC inh detg -7.7%, HCV inh -15.1% and HCMV antiviral 6.8.
Screening COc1ccccc1CNC(=O)C1CCN(S(=O)(=O)c2ccc(N3CCCC3=O)cc2)CC1 returned AmpC no deterg 32.3%, Sm TGR inh -8.8%, AmpC inh detg -4.8%, HCV inh 16.5% and HCMV antiviral 0.0.
`CCN(Cc1ccccc1)Cc1c(O)ccc2c(=O)c(-c3ccccc3Cl)coc12` gave Sm TGR inh -20.1%, AmpC inh detg -1.1% and HCMV antiviral -1.6.
Screening CCOc1ccc(-n2c(SCC(=O)c3ccccc3)nc3c([nH]c4ccccc43)c2=O)cc1 returned Sm TGR inh 6.2%, AmpC inh detg 12.4% and HCMV antiviral 20.9.
For COc1ccc(CN(C)CC(=O)Nc2ccccc2C(=O)NC2CC2)cc1 the results were AmpC no deterg -20.7%, Sm TGR inh -9.6%, AmpC inh detg inconclusive, HCV inh 15.5% and HCMV antiviral 2.4.
`O=C(Nc1nc2cc(Cl)ccc2s1)C1CCCN(S(=O)(=O)c2cccc3cccnc23)C1` (stereo not drawn) gave AmpC no deterg -26.1%, Sm TGR inh 8.4%, FBPA Giardia inh -7.8%, AmpC inh detg inconclusive and HCV inh 11.2µM*.
`CSc1ccc(S(=O)(=O)N2CCC(C(=O)NCc3ccco3)CC2)cc1` gave AmpC no deterg 17.7%, Sm TGR inh -3.6%, FBPA Giardia inh -2.6%, AmpC inh detg -0.4%, HCV inh 4.2% and HCMV antiviral -27.6.
Screening Cc1cc(O)cc(=O)n1Cc1ccco1 returned AmpC no deterg -24.4%, Sm TGR inh 0.0%, FBPA Giardia inh -2.8%, AmpC inh detg -9.4%, HCV inh 6.4% and HCMV antiviral 7.7.
`NC(=O)Cn1c(=O)n(-c2ccc(F)c(Cl)c2)c(=O)c2sc3ccccc3c21` gave Sm TGR inh 5.7%, AmpC inh detg 3.6% and HCMV antiviral -2.1.
